Source: PubChem BioAssay
NCI-60 one-dose screen, 48 h, at 10 µM unless noted. Numbers give growth in % (100 = growth as untreated, 0 = no growth, -100 = all killed).
HCT-116: HCT-116 colon cancer | 7.3% of 82,000 active | AID 1794798
NCI-H226: NCI-H226 lung cancer; AID 1794732; 3.5% of 79,000 active
HCT-15: HCT-15 colon cancer. 5.2% of 82,000 active
NCI-H23: NCI-H23 lung cancer. 4% of 80,000 active
NCI-H522: NCI-H522 lung cancer; 8% of 78,000 active; AID 1794739
NCI-H460: NCI-H460 lung cancer. 6.8% of 82,000 active
NCI/ADR-RES: NCI/ADR-RES ovarian cells. AID 1794790. 4.4% of 81,000 active
NCI-H322M: NCI-H322M lung cancer. 2.7% of 80,000 active. AID 1794733
COLO 205: COLO 205 colon cancer. 7.3% of 79,000 active. AID 1794742
Starred values were filed as active, the others as inactive; nt = no result given; & = joins results of further samples. How the source made its calls: active means growth percent below 10; inactive means the rest.

SMILES	HCT-116	NCI-H226	HCT-15	NCI-H23	NCI-H522	NCI-H460	NCI/ADR-RES	NCI-H322M	COLO 205
COc1ccc(C/C(C)=C(\c2ccc(Cl)cc2)c2ccc(OCCN3CCCCCC3)cc2)cc1	56	86	43	79	73	70	86	87	65
Nc1cc(C(=O)N/N=C\c2ccc(OC(F)F)c(OC3CCCC3)c2)nn1CC(O)c1ccccc1 (stereo not given)	103	93	99	96	89	105	109	103	112
CC1(C)CN=C(Cc2ccccc2)NC1	91	103	114	101	94	107	102	100	103
COc1cc(-c2[nH]c(=S)[nH]c(=O)c2C#N)cc(OC)c1OC	98	100	101	105	89	111	117	103	114
CC1=CC(C)(C)NC(=S)N1c1cccc(Cl)c1	102&112	89&100	104&95	101&103	94&97	103&99	102&97	100&101	114&114
COC(CCN(Cc1ccccc1)Cc1ccccc1)N1CCCC1=O (stereo not given)	92	97	98	101	119	110	95	106	105
O=c1[nH]c2cc([N+](=O)[O-])cc(Cl)c2c2ccccc12	97	81	96	80	89	87	82	nt	92
O=C(Nc1ccc2ccccc2c1)c1cc2ccccc2cc1O	92	92	86	82	63	85	88	76	110
NS(=O)(=O)c1ccc(C(=O)NNCCC(=O)c2ccc3ccccc3c2)cc1	94	100	102	96	86	107	101	99	nt
COC(=O)c1cc(C(=O)C(C)(C)C)n2c1ccc1c3ccccc3ccc12	99	83	91	85	96	119	102	104	107
[O-][n+]1cccc2cccc(O)c21	101	83	115	84	nt	96	102	97	108
N=C1NC(=O)/C(=C/c2cn(-c3ccccc3)nc2-c2ccccc2)S1	89	95	91	98	88	97	106	101	116
O=C(NCCN1CCOCC1)c1cncnc1Nc1ccc(OCc2cccc(F)c2)c(Cl)c1	84	97	82	94	85	99	91	88	98
O=C(c1ccc(Cl)cc1)N1CCCCC1	100	95	99	96	94	101	102	106	104
O=C(Cc1cccc([N+](=O)[O-])c1)Nc1ccccc1	113	109	116	97	nt	108	107	114	117
COc1ccc(-c2cc(-c3ccccc3)c(C#N)c(=O)[nH]2)cc1S(N)(=O)=O	103	103	106	106	93	104	105	113	118
COc1cc(CNC(=O)Cc2ccccc2)ccc1O	102	98	100	100	90	101	101	96	107
O=Cc1sc2ccccc2c1Br	86	92	97	86	93	101	94	95	116
CCC1(CC)C(=O)NC(=Nc2ccccc2)N(c2ccccc2)C1=O	110	107	103	101	111	111	99	117	112
COc1cc(-c2cc(-c3ccc(Cl)cc3)nc(N)c2C#N)cc(OC)c1OC	80	81	90	84	101	89	88	98	90

A draw from above in order of molecular weight, lowest first:
SMILES	HCT-116	NCI-H226	HCT-15	NCI-H23	NCI-H522	NCI-H460	NCI/ADR-RES	NCI-H322M	COLO 205
O=C(c1ccc(Cl)cc1)N1CCCCC1	100	95	99	96	94	101	102	106	104
CCC1(CC)C(=O)NC(=Nc2ccccc2)N(c2ccccc2)C1=O	110	107	103	101	111	111	99	117	112
COc1ccc(C/C(C)=C(\c2ccc(Cl)cc2)c2ccc(OCCN3CCCCCC3)cc2)cc1	56	86	43	79	73	70	86	87	65

New compounds follow
SMILES	HCT-116	NCI-H226	HCT-15	NCI-H23	NCI-H522	NCI-H460	NCI/ADR-RES	NCI-H322M	COLO 205
CC(=O)Cc1nc2scc(-c3ccccc3)c2c(=O)[nH]1	94	80	100	93	nt	99	94	106	104
Fc1ccccc1-c1nnc2sc(-c3ccccc3)nn12	104	97	99	nt	90	97	91	84	108
O=C(Nc1cccc(Cn2c(=O)[nH]c3ccc(Oc4ncccn4)cc3c2=O)c1)c1cccc(Cl)c1	53	69	61	49	62	58	77	75	72
NS(=O)(=O)c1ccc(Nc2nc(NNC(=O)CBr)nc(Nc3ccccc3)n2)cc1	103	91	101	94	99	105	98	97	100
NNCC(O)c1ccccc1 (stereo not given)	84	94	99	93	89	109	98	104	94
Cc1ccc(S(=O)(=O)NCCCNc2nccc(-c3c(-c4ccccc4)nc4sccn34)n2)cc1	15	49	47	76	54	52	49	78	47
CCSC(=O)CCC(C)C1CCC2C3CC=C4CC(OC(C)=O)CCC4(C)C3CCC12C (stereo not given)	112	104	108	97	111	109	103	101	108
C=CC(=O)Nc1ccc(C(=O)/C=C/c2ccc(N(C)C)cc2)c(O)c1	-53*	29	-17*	4.7*	-68*	0.8*	15	41	-60*
CNC(=S)NNC(=O)C1CC1	101	109	105	98	108	115	110	121	113
CC(=O)c1cccc(OC(=O)c2ccccc2)c1	90	101	127	101	85	107	96	136	107
O=C(/C=C/c1ccc2c(c1)OCO2)OC/C=C/c1ccc2c(c1)OCO2	97	100	103	103	90	116	109	100	113
COc1ccc(/C=C/C=C\C(=O)c2ccc(-n3ccnc3)cc2)cc1	-76*	84	91	94	85	93	104	101	101
COc1ccc(C2C3=C(COC3=O)N(CCO)c3cc(OC)c(OC)cc32)cc1 (stereo not given)	103	101	99	106	93	105	105	104	110
N#CC1=C(N)Oc2cc(O)ccc2C1c1cc2c(c([N+](=O)[O-])c1)OCCO2 (stereo not given)	95	nt	93	93	102	99	96	97	114
Nc1nc(Nc2cc(Cl)cc(Cl)c2)nn1S(=O)(=O)c1ccc2ccccc2c1	34	67	59	67	69	28	37	76	66
COc1ccccc1[C@H]1C(C(=O)c2ccc(O)cc2)C2(N[C@@H]1c1ccccc1)C(=O)Nc1ccc(Br)cc12 (stereo not given in full)	40	48	34	34	-7.9*	20	58	55	-5.4*
C#C[C@]1(O)CCC2C3CCc4cc(OC5CCCC5)ccc4C3CC[C@@]21C (stereo not given in full)	69	92	24	77	nt	50	88	nt	49
CC[C@@H](c1ccc(O)c(O)c1)[C@@H](CC)c1ccc(O)c(O)c1	9.1*	105	58	97	nt	111	100	97	9.4*
O=C(NCc1ccccc1)C(c1ccc(Br)cc1)N(C(=O)CCc1ccc(O)cc1)C1CC1 (stereo not given)	96	90	94	93	76	103	89	90	110
CN(C)c1ccc(/C=C/C(=O)c2ccccc2O)cc1	97	90	95	91	85	102	99	nt	115
CC(=O)N(Cc1ccccc1)c1nc2ccc(O)c(CN(C)C)c2s1	102	91	98	97	90	100	93	103	116
CC(=O)c1ccc2c3c(ccc([N+](=O)[O-])c13)CC2	97	110	105	nt	98	102	133	117	109
CC(=O)c1ccc(NC(=O)COc2ccc(C3SCC(=O)N3c3ccc(Br)cc3)cc2)cc1 (stereo not given)	91	93	98	95	85	108	93	99	104
O=C1SCN(Cc2ccccc2)CN1Cc1ccccc1	71	96	98	91	26	107	100	95	116
CCOC(=O)c1c2c(c(C)n1Cc1ccccc1)-c1oncc1CC2	96	89	89	98	90	96	91	102	139
CCCn1c(=O)c2[nH]c(-c3ccc(OCc4nc5ccccc5[nH]4)cc3)nc2n(CCC)c1=O	5.4*	-30*	63	32	21	6.7*	66	60	89
Cc1nc(SCC(=O)c2ccc(Cl)cc2)n(Nc2ccccc2)c1C	91	95	93	89	80	99	93	89	96
C/C(=N\NC(=O)CSc1nc2ccccc2c(=O)n1CCc1ccc(S(N)(=O)=O)cc1)c1ccc(Cl)cc1	68	88	91	81	76	50	87	95	83
CCCCCCCCSCc1ccc(N)cc1	105	103	98	101	87	105	98	99	120
Nc1n[nH]c(N)c1N=Nc1ccc(S(N)(=O)=O)cc1	102	nt	98	99	93	99	101	96	nt
COCc1c(N)c(C)nc(Cl)c1NC(C)=O	99	99	99	98	92	97	95	95	105
O=C1NC(SCc2ccc(F)cc2)=N/C1=C/c1cccc(OCc2ccc(Cl)cc2)c1	-11*	-7.9*	72	58	67	12	66	50	55
CN(C)c1ccc(N=C(C#N)c2cc3ccccc3[nH]2)cc1	93	nt	93	95	nt	100	98	99	103
CCCCCC1c2cc(O)ccc2OC1N1CCOCC1 (stereo not given)	104	110	102	98	66	100	96	97	113
O=C(Cn1c(CO)nc2ccccc21)N1N=C(c2ccc(Cl)cc2)CC1c1ccco1 (stereo not given)	91	91	69	93	83	97	91	94	141
O=C1C=CC2C=CC1C=C2	112	95	110	107	105	110	103	112	107
CC(=O)Nc1nc(C)c(CCC2OCCO2)c(=O)[nH]1	97	102	100	98	86	105	95	122	105
COc1nc2[nH]c(-c3ccc(Cl)cc3)c(C3C(=O)N(Cc4ccccc4)c4ccccc43)c2c(=O)[nH]1 (stereo not given)	89	89	106	103	96	112	109	101	116
N#CSc1c[nH]c2ccc(/C=C/C(=O)/C=C(/C=C/c3ccc4[nH]cc(SC#N)c4c3)OB(F)F)cc12	-50*	-66*	-74*	-28*	-70*	3.1*	11	95	-64*
S=c1n(Cc2ccc3ccccc3c2)c2ccccc2n1Cc1ccc2ccccc2c1	47	73	44	93	86	70	95	93	95
CC(=O)OC[C@H]1OC(Sc2sc(C(=O)c3ccc(C)cc3)c(N)c2-c2nc3ccccc3s2)[C@H](OC(C)=O)[C@@H](OC(C)=O)[C@H]1OC(C)=O (stereo not given in full)	93	50	94	84	83	108	82	92	106
COc1ccc(NC(=O)c2c(Nc3ccc(OC)cc3OC)[nH]n3c(=O)cc(C)nc23)c(OC)c1	91	95	97	102	80	101	109	98	98
CCc1cccc(CC)c1N1C(=O)C=CC1=O	88	117	104	108	92	96	118	95	76
COc1ccc(-c2nnc3c4[nH]cnc4ncn23)c(OC)c1	15	44	29	22	nt	39	18	33	33
COc1cc(-c2cn(-c3ccc(Cl)c(Cl)c3)c(=O)[nH]2)cc(OC)c1OC	79	93	103	92	74	97	95	70	105
COC(=O)CC[C@H](C)[C@H]1CC[C@H]2[C@@H]3CC[C@@H]4CC5(CC[C@]4(C)[C@H]3CC(=O)[C@]12C)Nc1ccccc1NC5=NC(C)(C)C (stereo not given in full)	28	65	51	73	76	85	95	96	66
Cn1cnc2c1c(=O)n(CCC(=O)Nc1ccc(S(=O)(=O)Nc3ncccn3)cc1)c(=O)n2C	103	100	112	106	101	108	103	110	115
N#Cc1c(-c2ccc(Cl)cc2)cc(-c2ccc(NC(=O)CSc3nc4ccccc4c(=O)n3-c3ccccc3)cc2)nc1N	99	nt	91	89	85	95	96	95	108
CCOC(=O)CSc1nnc(Cc2ccccc2Nc2c(Cl)cccc2Cl)n1CC	111	103	100	104	87	100	101	90	103
O=C(/C=C/Nc1ccc(S(=O)(=O)O)cc1)c1ccccc1	97	93	99	102	99	102	103	100	104
COc1ccc(OC)c2c1nnc1c3ncccc3c(C#N)n12	96	101	86	103	nt	97	97	127	105
Clc1ccccc1-c1ccc(-c2nn3c(-c4ccccc4)nnc3s2)o1	37	83	32	nt	92	21	79	108	68
O=c1[nH]cnc2c1cnn2CN1CCOCC1	103	98	98	113	108	101	111	116	103
COc1ccc(CNC(=O)c2c(C)n([O-])c3ccc(F)cc3[n+]2=O)cc1	99	93	124	88	80	112	96	53	118
CCCc1ccc(S(=O)(=O)N[C@H]2CC[C@H]3[C@@H]4CCc5cc(O)ccc5[C@H]4CC[C@]23C)cc1	38	60	46	68	43	51	56	66	60
COc1ccc(C(C)=C(c2ccc(OCCN(C)C)cc2)c2ccc(OCCN(C)C)cc2)cc1F	57	92	66	81	97	106	88	95	89
Clc1ccc2c(NCCCCNc3nc(N4CCOCC4)nc4ccccc34)ccnc2c1	-7.7*	-43*	23	60	-26*	4.5*	56	26	-47*
O=CNc1ccc2c(c1)Cc1cccc(NC=O)c1-2	95	84	92	96	82	96	100	106	100
COCCn1cc(-c2csc(-c3cn(C(=O)OC(C)(C)C)c4ccc(Br)cc34)n2)c2cccnc21	81	75	82	74	63	97	89	99	83
COc1ccc(/C=N/NC(=O)c2ccc(S(C)(=O)=O)cc2)cc1OC	89	94	102	102	84	109	108	92	107

Single records, from the list above.
O=C(/C=C/Nc1ccc(S(=O)(=O)O)cc1)c1ccccc1 reads HCT-116 = 97; NCI-H226 = 93; HCT-15 = 99; NCI-H23 = 102; NCI-H522 = 99; NCI-H460 = 102; NCI/ADR-RES = 103; NCI-H322M = 100; COLO 205 = 104
COC(=O)CC[C@H](C)[C@H]1CC[C@H]2[C@@H]3CC[C@@H]4CC5(CC[C@]4(C)[C@H]3CC(=O)[C@]12C)Nc1ccccc1NC5=NC(C)(C)C (stereo not given in full) reads HCT-116 = 28; NCI-H226 = 65; HCT-15 = 51; NCI-H23 = 73; NCI-H522 = 76; NCI-H460 = 85; NCI/ADR-RES = 95; NCI-H322M = 96; COLO 205 = 66

(next part)
SMILES	HCT-116	NCI-H226	HCT-15	NCI-H23	NCI-H522	NCI-H460	NCI/ADR-RES	NCI-H322M	COLO 205
CC1=C(C(=O)O)CC(S(=O)(=O)O)C1(C)C (stereo not given)	106	100	103	103	109	103	110	nt	113
Clc1ccc2c(NCCNc3nc(N4CCCCC4)nc4ccccc34)ccnc2c1	-25*	-8.7*	-30*	54	-22*	-39*	25	0.0*	-85*
N#CCN1CCCC1	94	96	97	95	100	106	102	97	106
CCn1c(Sc2nnc(NC(=O)CN3CCOCC3)s2)nc2c1c(=O)n(C)c(=O)n2C	107	115	106	105	91	109	106	107	nt
c1ccc2[nH]c(SCc3nc4ccccc4s3)nc2c1	96	85	107	84	nt	104	104	106	115
CN1C(=O)C2(SCC(C(=O)NCc3ccccc3)N2C(=O)C2CCCCC2)c2ccccc21 (stereo not given)	96	84	99	91	75	96	94	77	95
C/C(=N\O)C1(O)CCCCC1	101	98	94	99	93	98	110	88	99
CCOC(=O)N(CC)c1ccccc1	103	109	105	98	84	119	110	101	129
Cc1ccccc1NS(=O)(=O)c1ccccc1	111	106	98	98	110	117	108	115	124
CN(C)c1ccc(O)cc1	95	97	99	88	79	113	98	113	91
